# High-throughput results deposited in PubChem by several laboratories.
# CHOP inh – inhibitors of CHOP promoter induction, primary screen, cell-based, unfolded protein response, luciferase reporter. CHO-K1 CHOP-promoter luciferase, tunicamycin-induced, 15-18 h. inhibition, % at 10 µM. 220,000 tested, 3.8% active;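 active = compounds that reduced the stress-induced luciferase reporter signal by more than about 70% of percent inhibition, limit read from the data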;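 note: 0% = tunicamycin plus vehicle and 100% = wells without tunicamycin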
# PPC-1+TRAIL kill – compounds killing PPC-1 cancer cells with TRAIL present, primary screen, TRAIL potentiator project, ATPLite luminescence, uHTS. PPC-1 cells + TRAIL, ATPLite viability luminescence. cell killing (% activity), % at 4 µM. 220,000 tested, 0.41% active;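 active = cell killing above 50% in the first pass at 4 µM, then a duplicate retest at 5 µM averaging 50% or more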;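 note: plate controls were cells with TRAIL plus DMSO for no effect and medium-only wells lacking cells for full effect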
# TRPN1 ag – zebrafish TRPN1 channel agonists, primary screen, cell-based, HEK293, calcium fluorescence; activation, % at 3 µM; AID 1424, 2008; HEK293 zebrafish TRPN1-YFP, Fluo-8 calcium fluorescence; 100% = response to 87 µM carbachol; 220,000 tested, 0.18% active; transient receptor potential cation channel N1 (TRPN1/NompC), Danio rerio;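 active = activation above its plate's cutoff, the mean activation of test wells on that plate plus 3 SD, cut at about 19% in these data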;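 note: 0% = DMSO alone and 100% = 87 µM carbachol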
#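 Assay system: Zebrafish TRPN1-YFP in HEK293 cells | Incubation: Dye loading 1 h at 37 °C, then 30 min room temperature | Measured by: Kinetic Fluo-8 fluorescence, ex 470-495, em 515-575 nm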
# NPY1 pot ag – NPY-Y1 receptor potentiators or agonists, primary screen, cell-based. Neuropeptide Y receptor type 1 (Homo sapiens), P25929. NPY-Y1 expressing cells, potentiator/agonist activation. activation, % at 3.6 µM. 220,000 tested, 0.37% active; in the data active = activation above about 33%, passing the limit was not always enough;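 note: cells stimulated with NPY at EC10 then isoproterenol at EC100; 0% = low agonist plus stimulus and 100% = saturating agonist plus stimulus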
# Target sequence (P25929 whole entry, looked up): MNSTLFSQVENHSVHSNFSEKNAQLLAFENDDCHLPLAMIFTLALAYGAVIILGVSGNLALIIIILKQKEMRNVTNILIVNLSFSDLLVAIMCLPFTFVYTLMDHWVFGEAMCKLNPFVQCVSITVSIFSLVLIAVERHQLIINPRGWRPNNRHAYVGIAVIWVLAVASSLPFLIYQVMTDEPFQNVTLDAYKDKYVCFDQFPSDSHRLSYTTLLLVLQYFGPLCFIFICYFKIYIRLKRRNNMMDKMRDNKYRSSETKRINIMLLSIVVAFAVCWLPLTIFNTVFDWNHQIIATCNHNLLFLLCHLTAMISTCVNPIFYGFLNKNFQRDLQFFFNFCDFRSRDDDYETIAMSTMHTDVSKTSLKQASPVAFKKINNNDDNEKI
# 14-3-3 Bad inh – inhibitors of 14-3-3 zeta/Bad binding, primary screen, biochemical, TR-FRET, bovine 14-3-3 zeta; 14-3-3 protein zeta/delta (Bos taurus), P63103; TR-FRET 14-3-3zeta/Dy647-pBad peptide displacement, 1 h; inhibition, % at 21.7 µM; 220,000 tested, 0.71% active;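 active = inhibition above about 70%, limit read from the data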;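 note: 0% = full 14-3-3 plus peptide FRET controls and 100% = background without 14-3-3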
# Target sequence (P63103 whole entry, looked up): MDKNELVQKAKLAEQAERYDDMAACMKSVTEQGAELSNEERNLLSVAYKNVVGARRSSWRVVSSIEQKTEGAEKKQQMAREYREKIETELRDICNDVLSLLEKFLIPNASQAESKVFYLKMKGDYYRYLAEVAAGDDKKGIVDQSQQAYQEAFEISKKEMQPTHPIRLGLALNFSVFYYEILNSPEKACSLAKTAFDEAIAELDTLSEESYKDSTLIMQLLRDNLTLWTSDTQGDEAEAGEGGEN
# NPY-Y1 antag – NPY-Y1 receptor antagonists, primary screen, cell-based; 200,000 tested, 1% active; Neuropeptide Y receptor type 1 (Homo sapiens), P25929; HEK293-CNG Y1 cells, membrane potential fluorescence; NPY at EC95, then isoproterenol; inhibition, % at 3.6 µM;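 active = inhibition above the campaign mean inhibition of all tested compounds plus 3 SD, cut at about 20% in these data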;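 note: 0% = DMSO wells given NPY plus isoproterenol and 100% = isoproterenol alone without NPY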
#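 Assay system: HEK293 cells with Y1 receptor plus CNG channel | Probe or stimulus: NPY (25 nM), isoproterenol (1 µM), Ro 20-1724 (25 µM) | Timing: Compound incubation 1 h at room temperature, readout 45 min post-stimulation | Measured by: Membrane-potential fluorescent dye readout | Benchmarks: High control isoproterenol alone, low control NPY with isoproterenol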
# EP2 modulator – EP2 receptor modulators, cAMP readout, primary screen, cell-based, HTRF cAMP, PGE2 stimulation; Prostaglandin E2 receptor EP2 subtype (Homo sapiens), P43116; EP2-expressing cells, cAMP HTRF FRET, PGE2 co-stimulation; induction, % at 25 µM; 260,000 tested, 0.83% active; AID 940, 2007;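 active = compounds whose cAMP rise, as percent of the full-agonist control response, exceeds 60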;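 note: rat C6 glioma line stably carrying human EP2 under a CMV promoter; the protocol text gives 20 µM as final concentration; 100% = response of wells given 1 µM PGE2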
# Target sequence (P43116 whole entry, looked up): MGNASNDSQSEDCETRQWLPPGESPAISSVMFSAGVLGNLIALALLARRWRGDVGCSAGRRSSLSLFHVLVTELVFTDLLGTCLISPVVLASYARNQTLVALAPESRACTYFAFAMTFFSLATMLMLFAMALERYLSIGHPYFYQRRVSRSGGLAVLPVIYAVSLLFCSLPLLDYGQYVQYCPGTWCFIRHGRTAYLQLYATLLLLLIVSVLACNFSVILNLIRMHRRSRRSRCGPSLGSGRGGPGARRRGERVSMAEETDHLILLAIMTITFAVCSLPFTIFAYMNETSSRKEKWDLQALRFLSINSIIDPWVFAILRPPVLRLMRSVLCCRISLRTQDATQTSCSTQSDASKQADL
# TRPML3 ag – human TRPML3 channel agonists, primary screen, cell-based, HEK293 TRPML3-YFP, Fluo-8 calcium fluorescence, 3 µM. activation, % at 3 µM. Mucolipin-3 (Homo sapiens), Q8TDD5. 100% = the carbachol control signal. 220,000 tested, 0.29% active. AID 1448, 2008;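 active = activation above its plate's cutoff, the mean activation of the plate's test wells plus 3 SD, cut at about 12% in these data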;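 note: 0% = DMSO only wells and 100% = carbachol wells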
#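 Test system: HEK293 cells stably carrying human TRPML3-YFP; Doses: single dose, 3 µM final nominal compound, 0.3% DMSO final; Schedule: dye loading 1 h 37 °C then 30 min ambient, 125 s read; Technique: Fluo-8 calcium fluorescence; Benchmarks: high control carbachol 87 µM, low control DMSO.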
# EP2 antag – human EP2 receptor antagonists, primary screen, TR-FRET cAMP, C6 glioma cells; Prostaglandin E2 receptor EP2 subtype (Homo sapiens), P43116; C6 glioma cells expressing human EP2; cells stimulated with saturating PGE2; inhibition, % at 25 µM; 260,000 tested, 0.52% active; AID 1422, 2008;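 active = percent inhibition above 40 after rounding to a whole number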;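 note: rat C6 glioma host cells with rolipram phosphodiesterase inhibitor present; the protocol text gives 20 µM as final concentration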
# Numbers without * were called inactive; / = not tested or not shown; & = joins results of further samples; [ ] = remark or other dose.
SMILES,CHOP inh,PPC-1+TRAIL kill,TRPN1 ag,NPY1 pot ag,14-3-3 Bad inh,NPY-Y1 antag,EP2 modulator,TRPML3 ag,EP2 antag
Cc1ccc(-n2c(C)nc3c(cnn3-c3ccc(C)c(C)c3)c2=O)cc1C,55,11,-0.3,-18,2,7,43,-0.1,3
CCOC(=O)c1ccccc1NC(=O)CSc1ccc(-c2cccnc2)nn1,9,-1[5 µM],-2.2,8,-5,2,10,-0.9,3
Cc1ccc(C2C(C#N)=C(N)SC(N)=C2C#N)cc1,15,-13,3.3,31,-7,-2,33,1.0,/
CC(OC(=O)C1=COCCO1)C(=O)Nc1cc(S(=O)(=O)N2CCCCC2)ccc1Cl (configuration not stated),4,7,-1.5,3,0,0,-30,-0.1,8
COc1ccc([N+](=O)[O-])cc1NC(=O)c1ccc(N(Cc2ccccc2C)S(C)(=O)=O)cc1,29,-3,0.5,-4,-1,-2,3,1.4,8
CC(NC(=O)C(C)(C)C)C(c1cccs1)N1CCOCC1 (configuration not stated),16,15,-0.4,11,-16,/,-8,0.7,11
COc1ccccc1NC(=O)CCCc1nc(-c2ccc(OC)c(OC)c2)no1,12,8,0.2,-15,3,3,-11,0.1,6
CC(=O)Nc1cccc(NC(=O)c2cc(Cl)ccc2Cl)c1,-1,/,0.5,4,-6,-2,-43,0.9,3
CCOC(=O)N1CCC(NC(=O)C2=CCN(S(=O)(=O)c3ccc(F)cc3)CC2)CC1,0,-3,2.7,-7,1,/,53,0.9,3
COc1cc2[nH]cc(C(=O)NCCc3ccccc3)c(=O)c2cc1OC,0,32,3.0,-50,2,4,-49&-39,0.3,18&12
COc1ccccc1NC(=S)NC(=O)C(C)C,18,0,-1.4,17,1,5,-13,-1.4,12
O=C1c2ccccc2-c2nc3ccccc3n21,8&7,29,1.7&1.5,9&-16,-3&6,4,14&-18,0.4&0.3,5&11
COc1ccc(CCn2c(C)cc(C(=O)CSc3nnnn3C)c2C)cc1,3,35,0.2,3,-6,0,-26,0.1,12
C/C(CC(=O)NCc1ccc(F)cc1)=N\NC(N)=S,6,15,-0.9,2,-2,-3,6,0.1,6
Cc1nnc(SCc2cc(=O)n3[nH]cnc3n2)s1,11,24,0.1,3,-3,3,4,1.4,7
COc1ccc(CC(=O)Nc2ccc(N3CCN(c4ccc(OC)cc4)CC3)c(C#N)c2)cc1,7,30,0.9,15,-8,-2,22,-0.1,11
Cc1ccc(-n2c(Cc3cccn3C)nnc2SCC(N)=O)cc1,11,-2,2.0,1,1[fluorescence artefact?],-5,-18,0.7,4
COc1ccccc1N(CCN1C(=O)c2cccc3cccc(c23)C1=O)C(=O)c1ccncc1,7,4,1.1,-2,0,1,-15,0.1,4
CCOc1ccc(C(O)C(CN2CCOCC2)c2ccccc2)cc1 (configuration not stated),9,22,0.9,14,38,-1,34,0.2,5
Cc1nnc(SCc2cccc([N+](=O)[O-])c2)s1,-15,28,0.4,1,-15,-1,13,0.3,8
CCS(=O)(=O)Nc1ccc(C(=O)CC2(O)C(=O)Nc3ccc(Br)cc32)cc1 (configuration not stated),9,3,0.5,27,7,-6,10,-0.4,14
CCOC(=O)c1cccnc1SCC(=O)N(C)c1ccccc1,29,-11,-1.3,26,7,-2,24,0.1,4
Cc1ccccc1OCCC(=O)OCC(=O)Nc1ccc(C(N)=O)cc1,3,17,-0.6,-1,0,/,-29,0.5,12
Oc1ccccc1-c1nc2cnccn2c1Nc1ccc2c(c1)OCCO2,38,4[5 µM],-0.9,-45,-2,14,-11,-0.3,1
Cc1ccccc1NC(=O)NCCc1c[nH]c2ccccc12,34,2,1.0,6,2,4,-101,0.9,9
Cc1cc2n(n1)C(c1cccs1)Nc1ccccc1-2 (configuration not stated),12,19,-1.0,-2,-11,3,47&37,0.1,6&19
CC(=O)N1CCc2cc(S(=O)(=O)N3CCOCC3)ccc21,51,7,-0.6,-11,-4,1,1,0.7,15
COc1ccc(-c2csc(/C(C#N)=C\c3ccc(O)c([N+](=O)[O-])c3)n2)cc1OC,26,4,-0.2,8,12,/,-28,0.2,7
O=C(/C=N/O)Nc1ccccc1C(=O)O,25,1,0.6,3,-3,2,5,0.0,2
CC(C)Oc1ccc(C(=O)N(CN2CCCC2=O)c2ccc(F)cc2)cc1,46,19,0.7,23,-1,2,-2,-1.3,3
COc1ccc(C(=O)O)cc1NC(=S)NC(=O)c1ccc(-c2ccc(Cl)cc2)o1,-7,7,-1.5,-14,41,8,95*,-0.7,8
Cc1ccc(NC(=O)c2cc(N3C(=O)C4CC=CCC4C3=O)ccc2N2CCCCC2)cc1 (configuration not stated),38,19,1.4,-8,3,0,38,0.7,11
Cc1ccc(OCc2nc(C#N)c(N3CCCC3)o2)cc1,-8,26,-1.6,-19,13[fluorescence artefact?],7,25,-0.1,11
CCNc1ccc(S(=O)(=O)N(C)C)cc1NCC(=O)Nc1ccc(F)c(Cl)c1,48,18,-0.3,-2,-20,-2,-24,0.5,5
Cc1nsc2c1ccc1ccccc12,0,4,-1.2,-2,-10,3,-8,1.1,6
O=c1c2ccccc2c2ccccc2c(=O)n1-c1ccccc1,-29,12,1.4,18,-2,2,-11,-0.3,8
CCCC(=O)OCC(=O)Nc1ccc2[nH]c(=O)[nH]c2c1,0,26,-0.1,-3,-11,1,28,0.9,3
COc1ccc(C(=O)NNc2ccccc2)cc1OC,17,11,1.6,20,-12,-3,18,0.2,8
CN(CC(=O)Nc1nccs1)S(=O)(=O)c1ccc(F)cc1,39,22,1.2,21,3,8,-27,-0.1,10
O=C(NC(Cc1c[nH]c2ccccc12)c1nnc2n1CCCCC2)c1ccccc1Cl (configuration not stated),-8,10,0.8,-5,12,-2,-17,-1.0,8

# Quoted at random: 2 records from the list, in no set order.
SMILES,CHOP inh,PPC-1+TRAIL kill,TRPN1 ag,NPY1 pot ag,14-3-3 Bad inh,NPY-Y1 antag,EP2 modulator,TRPML3 ag,EP2 antag
COc1ccccc1N(CCN1C(=O)c2cccc3cccc(c23)C1=O)C(=O)c1ccncc1,7,4,1.1,-2,0,1,-15,0.1,4
Cc1ccc(-n2c(C)nc3c(cnn3-c3ccc(C)c(C)c3)c2=O)cc1C,55,11,-0.3,-18,2,7,43,-0.1,3

# The results go on:
SMILES,CHOP inh,PPC-1+TRAIL kill,TRPN1 ag,NPY1 pot ag,14-3-3 Bad inh,NPY-Y1 antag,EP2 modulator,TRPML3 ag,EP2 antag
COC(=O)C1=C(C)N(C)C(=O)NC1c1cc2c(cc1[N+](=O)[O-])OCO2 (configuration not stated),-33,6,0.4,-8,1,8,6,0.4,7
CC1CCc2sc(C(=O)OCC(=O)NCc3ccccc3)cc2C1 (configuration not stated),63,-7,-0.4,-9,-2,0,-8,0.9,8
Cc1ccc(C(=O)NN(CCC#N)C2=NS(=O)(=O)c3ccccc32)cc1,3,/,1.5,19,-7,-4,23,-0.1,1
NC(=S)NNC(=O)C12CC3CC(CC(C3)C1)C2,0,19,29*,-14,5[fluorescence artefact?],8,-73,2.9,8
O=C(CSc1ncnc2[nH]ncc12)Nc1cccc(Oc2ccccc2)c1,33,0,-0.2,-9,-5,1,-16,-0.5,1
O=C(CNCc1ccco1)Nc1cc(S(=O)(=O)N2CCOCC2)ccc1N1CCCC1,-4,-19,-0.5,-17,3,-3,11,0.2,6
CCN(CC)C(=O)CSc1ncnc2c1nnn2-c1ccc(F)cc1,16,12,0.5,5,6[fluorescence artefact?],-2,9,-0.2,9
COc1ccc(NC(=O)CCc2nc(-c3ccccc3F)no2)cc1,28,-1,2.7,-11,-5,8,4,0.2,10
C/C(=N\OCC(=O)Nc1ccccc1Br)c1cccs1,9,-5,-1.7,-11,-7,12,7,-0.5,6
Cc1ccc(Nc2nc(CSc3nnnn3C)cs2)cc1,2,30,1.3,15,-18,-1,5,0.2,7
O=C(NNC(=O)c1ccco1)c1cccc([N+](=O)[O-])c1,-12,15,0.8,2,0,0,-3,0.1,12
CS(=O)(=O)c1ccc(C(=O)Nc2ccccc2Cl)cc1,5,14,1.2,8,-7,/,-28,0.6,8
N/C(=N\N=C\c1ccc(O)c(O)c1)c1nonc1N,-7,1,1.9,-24,2,/,-36,0.5,4
O=C(NCc1cccs1)c1cc2c(s1)-c1ccccc1OC2,31,18,-1.6,10,4[fluorescence artefact?],0,-6,-0.5,21
N#CCC(=O)N/N=C/c1cn(Cc2ccc(Cl)cc2Cl)c2ccccc12,-7,-3,0.4,-30,0,/,-7,0.3,12
C=CCSc1nnc2nc3c(nn12)c1cc(C)ccc1n3CC=C,6,15,-2.4,22,-9[fluorescence artefact?],0,27,-1.7,5
Cc1cc(C)cc(NS(=O)(=O)c2ccc3[nH]cc(C(=O)NCc4ccco4)c(=O)c3c2)c1,/,19,0.8,19,10,-3,-5,0.2,9
COc1cccc(NC(=O)Cn2c(-c3cncs3)nc3ccccc32)c1,30,27,-0.9,9,-6,1,10,0.2,13
NC(=O)Cn1nc2sc3ccccc3n2c(=O)c1=O,6,7,1.2,-24,-2,/,35,1.4,6
COc1ccc(N=C2S/C(=C\c3cc(C)n(C)c3C)C(=O)N2C)cc1,37,6,-0.6,-1,-19,1,4,-0.4,10
O=C(O)C1=C(OCc2ccccc2)C(=O)NCC1,8,11,0.6,-7,-5,2,28,1.1,5
CCc1cc2c(=O)c(-c3ccc4c(c3)OCCO4)coc2cc1OC(=O)c1ccco1,21,36,0.8,-1,5,4,-29,0.9,9
COc1ccc(-c2nc(CS(=O)CC(=O)N3CCCC3)c(C)o2)cc1 (configuration not stated),29,7,0.8,16,6,1,-4,1.1,8
O=C(NCc1ccccc1)c1ccc(OC2CSC2)cc1,46,8,-1.1,-11,14[fluorescence artefact?],-1,-1,-1.2,9
CCOC(=O)C1=C(CN2CCN(CCC#N)CC2)NC(=O)NC1c1ccc2c(c1)OCO2 (configuration not stated),11,4,-0.3,0,-20,-4,16,1.1,3
CCOC(=O)CSC1=Nc2ccccc2C2=NC(CC(=O)NCc3ccccc3)C(=O)N12 (configuration not stated),-26,16,0.0,-6,27[fluorescence artefact?],1,12,-0.4,6
COCCNC(=O)[C@H](CSCc1ccccc1)N1Cc2ccccc2C1=O,3,22,2.5,4,-2,/,-4,-0.1,0

# These rows are one share of the data; rates above refer to the full screens.
